Compound activity deposited in PubChem BioAssay by National Center for Advancing Translational Sciences (NCATS).
PI4K2A block: qHTS for small molecular inhibitors of PI4K2A | Phosphatidylinositol 4-kinase type 2-alpha (Homo sapiens), Q9BTU6 | purified PI4K2A, ADP-Glo luminescence, 1 h; active compounds read low | activity change, negative = inhibition, % at 76.9 µM | 420,000 tested, 0.13% active; in the data active = activity change below about -50%; inconclusive = mostly about -30% to -49%;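 note: -100% = wells without enzyme as full effect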
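Compounds are screened against recombinant PI4K2A using PI as substrate and ATP, the latter dispensed at 300 microM. Reactions run one hour at ambient temperature before ADP-Glo detection; full inhibition defined by wells lacking enzyme.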
USP1 inh: Inhibitors of USP1/UAF1: Primary Screen | Ubiquitin carboxyl-terminal hydrolase 1 (Homo sapiens), O94782 | recombinant USP1/UAF1, Ub-Rhodamine cleavage fluorescence | Potency, µM (series often up to 57.1 µM), without a hit: top-dose activity change, negative = inhibition, actives largely listed as inhibitors | 390,000 tested, 0.23% active | AID 743255, 2014; note: potency is the fitted concentration of half-maximal effect; % is set by controls: 0 for no effect and ±100 for the full control effect; nearly all actives have a fitted effect of over 60% in size; inactives centre near -12
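USP1/UAF1 complex at 1 nM was preincubated with compound for 15 min at room temperature, then Ub-Rho substrate (150nM final) was added. Fluorescence (480/540 nm) was read kinetically, 6 reads every 60 seconds.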
RXFP1 agonist: qHTS Assay for Agonists of the Relaxin Receptor RXFP1; HEK293T-RXFP1 cAMP TR-FRET, 30 min; response scale: percent of porcine relaxin response, buffer zero; Potency, µM (doses to about 57.5 µM), for the others: top-dose activation, usual class: activators; 370,000 tested, 0.3% active; note: potency is the fitted concentration of half-maximal effect; % is set by controls: 0 for no effect and ±100 for the full control effect; nearly all actives have a fitted effect of over 60% in size; many of its hits are not listed in these tables
Target sequence (Q9HBX9 whole entry, looked up): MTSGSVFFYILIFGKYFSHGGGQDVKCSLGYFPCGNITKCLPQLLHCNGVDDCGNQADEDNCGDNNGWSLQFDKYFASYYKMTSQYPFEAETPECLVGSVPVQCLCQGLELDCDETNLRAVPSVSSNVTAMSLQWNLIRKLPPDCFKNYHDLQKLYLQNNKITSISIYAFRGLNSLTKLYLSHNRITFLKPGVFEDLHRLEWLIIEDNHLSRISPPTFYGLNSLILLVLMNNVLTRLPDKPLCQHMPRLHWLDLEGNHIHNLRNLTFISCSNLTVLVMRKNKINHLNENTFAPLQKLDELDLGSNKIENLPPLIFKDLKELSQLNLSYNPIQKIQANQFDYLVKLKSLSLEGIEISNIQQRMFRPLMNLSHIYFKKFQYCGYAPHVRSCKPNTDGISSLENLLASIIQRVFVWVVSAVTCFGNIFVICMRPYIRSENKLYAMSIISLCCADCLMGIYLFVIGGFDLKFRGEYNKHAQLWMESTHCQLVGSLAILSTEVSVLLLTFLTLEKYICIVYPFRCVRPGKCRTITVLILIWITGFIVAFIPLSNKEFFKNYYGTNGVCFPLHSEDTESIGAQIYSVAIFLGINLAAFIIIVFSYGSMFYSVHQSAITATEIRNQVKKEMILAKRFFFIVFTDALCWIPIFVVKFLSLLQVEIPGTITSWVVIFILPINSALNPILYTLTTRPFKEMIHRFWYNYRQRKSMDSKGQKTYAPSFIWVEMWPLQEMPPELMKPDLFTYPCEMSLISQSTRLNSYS
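cAMP rise read by TR-FRET after 30 min, 37C compound exposure (up to 58 uM) in RXFP1-transfected HEK293 cells with Ro 20174 present. EC50 from Hill-equation fits, with 29 nM porcine relaxin as 100% and buffer as basal.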
Vif-APOBEC3F blk: qHTS for Inhibitors of Vif-A3F Interactions: qHTS. Potency, µM (highest dose often 46.1 µM), inactives show top-dose activity, negative = active. AID 602313, 2012. HeLa A3F-eYFP + Vif (tagged APOBEC3F with the HIV-1 protein that degrades it), YFP fluorescence increase. 390,000 tested, 0.2% active; note: potency is the fitted concentration of half-maximal effect; % of control where 0% means no effect; nearly all actives have a fitted effect of over 65% in size
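Fluorescence increase (Ex 488/Em 500-530) after overnight compound treatment at 37 deg C flags inhibition of Vif-driven A3F-eYFP loss in stable HeLa A3F-eYFP/Vif cells seeded overnight beforehand.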
LDHA block: qHTS assay for inhibitors of human lactate dehydrogenase | purified LDHA, NADH/diaphorase-resazurin fluorescence; active compounds read low | 480,000 tested, 0.15% active | activity change, % (values are at about 110 or 230 µM); in the data active = activity change below about -30%; inconclusive = mostly about -25% to -30%;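 note: plate controls were DMSO wells for no effect and wells without enzyme for full effect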
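Enzyme activity of human lactate dehydrogenase 5 (2 nM; 0.06 mM NADH, 0.2 mM pyruvate, 5 min, RT) is measured via a resazurin/diaphorase fluorescence readout of residual NADH.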
IDH1 R132H inh: qHTS for Inhibitors of mutant isocitrate dehydrogenase 1 (IDH1): qHTS. Isocitrate dehydrogenase [NADP] cytoplasmic (Homo sapiens), O75874. IDH1-R132H enzyme, NADPH consumption, diaphorase/resazurin fluorescence. Potency, µM (series often up to 76.6 µM), inactives show at the top dose activity change, negative = inhibition, hits mostly inhibitors. 390,000 tested, 0.093% active; note: potency is the fitted concentration of half-maximal effect; % is set by controls: 0 for no effect and ±100 for the full control effect; nearly all actives have a fitted effect of over 65% in size
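IDH1-R132H (0.5 ug/mL dispensed) in pH 7.5 Tris buffer was preincubated 30 min with compound, then given a substrate mix of 0.016 mM NADPH and 2 mM alpha-KG for 80 min at room temperature; remaining NADPH was read by diaphorase/resazurin fluorescence.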
TrxR1 substrate: qHTS Assay for Substrates of Mammalian Selenoprotein Thioredoxin Reductase 1 (TrxR1): qHTS. Potency, µM (series often up to 114 µM), inactives show top-dose activity change, negative = substrate turnover. purified TrxR1 substrate turnover, NADPH consumption readout. 390,000 tested, 0.01% active. AID 588456, 2011; note: potency is the fitted concentration of half-maximal effect; % is set by controls: 0 for no effect and ±100 for the full control effect; nearly all actives have a fitted effect of over 50% in size
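Rat TrxR1, dispensed at 90 nM, was prereduced with 400 uM NADPH (final) for 5 min at ~22 deg C, then incubated with compound 15 min before 400 uM selenite. A first-read NADPH fluorescence drop versus no-compound background flagged substrates.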
GRP78 ERSR act: qHTS for Inducers of the Endoplasmic Reticulum Stress Response (ERSR) in Human Glioma: qHTS; 420,000 tested, 0.02% active; Potency, µM, inactives show at the top dose activation, most hits filed as activators; U87-MG GRP78 promoter luciferase reporter, 16 h; note: potency is the fitted concentration of half-maximal effect; series mostly up to about 76 µM; % of control where 0% means no effect; nearly all actives have a fitted effect of over 35% in size
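Stably transfected U87-MG glioma cells carrying a GRP78-based luciferase sensor; 16 h compound incubation. Luminescence end-point read 10 min after Bright-Glo addition at room temperature.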
Vif-A3G inh: qHTS for Inhibitors of Vif-A3G Interactions: qHTS; DNA dC->dU-editing enzyme APOBEC-3G (Homo sapiens), Q9HC16; HeLa A3G-eYFP + Vif (tagged APOBEC3G with the HIV-1 protein that degrades it), YFP fluorescence, overnight; Potency, µM (doses to about 46.1 µM), without a hit: top-dose activity, negative = active, actives largely listed as inhibitors; 410,000 tested, 0.076% active;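 note: potency is the fitted concentration of half-maximal effect; % is set by controls: 0 for no effect and ±100 for the full control effect; nearly all actives have a fitted effect of over 60% in size; hits raise eYFP signal because A3G escapes Vif-driven loss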
Target sequence (Q9HC16 whole entry, looked up): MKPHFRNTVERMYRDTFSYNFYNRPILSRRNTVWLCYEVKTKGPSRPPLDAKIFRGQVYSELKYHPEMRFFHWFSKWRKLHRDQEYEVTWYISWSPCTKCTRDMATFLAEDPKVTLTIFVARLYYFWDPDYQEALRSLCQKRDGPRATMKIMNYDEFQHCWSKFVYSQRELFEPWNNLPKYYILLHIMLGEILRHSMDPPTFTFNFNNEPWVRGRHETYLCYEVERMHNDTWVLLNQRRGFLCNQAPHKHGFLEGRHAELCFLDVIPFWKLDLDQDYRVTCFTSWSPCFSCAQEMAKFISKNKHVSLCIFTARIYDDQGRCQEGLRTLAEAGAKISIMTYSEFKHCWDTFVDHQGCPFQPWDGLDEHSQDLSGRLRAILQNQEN
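HeLa cells stably expressing Vif and C-terminally eYFP-tagged A3G, seeded overnight at 37 deg C, then exposed to compound by pintool overnight at 37 deg C. Rise in yellow fluorescence (Ex 488/Em 500-530, Acumen) marks blocked Vif-driven A3G degradation.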
Starred values were filed as active, the others as inactive; u = inconclusive; x = not tested or not shown; & = joins results of further samples; [ ] = remark or other dose. Unless noted, calls come from the whole dose curve; as a rule, active = well fitted curve in the direction sought with a large enough effect; inconclusive = small, poorly fitted or top-dose-only effect, or another doubt; inactive = no such curve, though single readings can be large; an effect the other way counts as inactive or inconclusive. A portion of the library (hit frequency here may not be typical).

SMILES	PI4K2A block	USP1 inh	RXFP1 agonist	Vif-APOBEC3F blk	LDHA block	IDH1 R132H inh	TrxR1 substrate	GRP78 ERSR act	Vif-A3G inh
Cc1ccccc1NC(=S)NC(C)CCc1ccccc1 (configuration not stated)	-1	-1%	0.3%	u	-3	0%	5%[57.1 µM]	-3%	0%
CCOC(=O)c1ccccc1NC(=O)Cn1cnc2c(nnn2-c2ccc(C)cc2)c1=O	5	-15%	-0.3%	1%	-10	0%	12%[57.1 µM]	-4%	3%
CCOC(=O)C1=CCN(S(=O)(=O)c2ccc(Br)cc2)C1c1ccccc1 (configuration not stated)	-4	x	x	x	-5	x	x	-3%	0%
CSCCC(NC(=O)COc1ccccc1)C(=O)N(C)Cc1ccc(Cl)cc1Cl (configuration not stated)	1	-24%	0.4%	-3%	0	-5%	1%	-2%	2%
CC(C)(C)n1nnnc1C(c1ccccn1)N(Cc1ccccc1)Cc1ccc(Cl)cc1 (configuration not stated)	0	-26%	1.5%	6%	-2	4%	1%	-4%	-1%
CCC(=O)Nc1c(-c2ccccc2)c(=O)c2ccccc2n1C	-9	9%	0.4%	3%	-8	13%	7%[57.1 µM]	-5%	0%
CN(Cc1ccccc1)c1nc2c(c(=O)n(C)c(=O)n2C)n1CCSc1ncccn1	0	-17%	4.2%	-6%	-6	1%	1%[57.1 µM]	-2%	1%
Cc1onc(-c2ccccc2Cl)c1C(=O)NC1CCS(=O)(=O)C1 (configuration not stated)	1	0%	0.2%	-1%	-8	-8%	1%	-1%	1%
CCc1ccc(OC)c(S(=O)(=O)Nc2ccccc2C)c1	1	-17%	0.4%	-7%	-6	4%	9%[57.1 µM]	-4%	0%
O=S(=O)(c1ccc(F)cc1)n1ccc(-c2cccc(OCc3ccc(Cl)cc3Cl)c2)n1	3	-11%	-0.6%	-5%	-17	9%	9%[57.1 µM]	10%	-1%
Cc1cc(C)n(-c2ccc(OCC(=O)O)nn2)n1	7	-21%	1.1%	-5%	7	8%	-4%	-4%	6%
COCCCNC(=O)CCn1c(=O)c2ccccc2n(CC(=O)Nc2c(C)cccc2C)c1=O	4	-6%	0.5%	-1%	0	-2%	-2%	-8%	2%
COCCn1c(=O)[nH]c2cc(C(=O)N3CCN(c4cc(C)ccc4C)CC3)ccc2c1=O	-1	-19%	-2.2%	7%	-7	1%	9%[57.1 µM]	-6%	-7%
COCCN=c1scc(-c2cccs2)n1/N=C(\C)c1ccco1	-1	3%	-0.3%	-11%	3	5%	-7%	2%	-4%
CCOc1cc(/C=C/C(=O)Nc2ccc(C(=O)NCCN(CC)CC)cc2)ccc1OCC(C)C	-7	-26%	-1.2%	-3%	1	11%	3%	-14%	0%
COc1ccc(-c2[nH]c(-c3ccc(Cl)cc3)nc2SCC(=O)Nc2nccs2)cc1	-1	-4%	-1.4%	u	-8	-1%	4%[57.1 µM]	-1%	-15%
CSCC[C@H](N)C(=O)N1CCC(C(=O)N[C@@H](C)C(=O)NCc2ccc(F)cc2)CC1	0	-20%	-0.1%	1%	-2	-13%	5%	-3%	1%
CCOC(=O)c1ccc(N2CCN(c3ccccc3F)CC2)c(NC(=O)Nc2ccccc2)c1	6	-21%	1.1%	-11%	1	3%	-18%[57.1 µM]	-5%	4%
Nc1cc(-c2ccc(Br)cc2)nn1S(=O)(=O)c1ccccc1	5	-21%	-0.1%	0%	-5	7%	-1%	-2%	0%
CC1CCCN(CCCNC(=O)C2CCCN(c3ncnc4c3nc3n4CCCCC3)C2)C1 (configuration not stated)	5	-25%	11%	12%	-1	-11%	9%	-5%	2%
Fc1ccccc1OCCCCCN1CCCC1	1	-19%	0.8%	-9%	-9	-1%	6%[57.1 µM]	-3%	-1%
COc1cccc2cc(-c3nc(Nc4cccc(C)c4C)sc3C)c(=O)oc12	-3	-23%	0.1%	0%	-1	-6%	4%[57.1 µM]	0%	0%
O=C1C(Cc2ccc(O)cc2)NC(=S)N1c1ccccc1 (configuration not stated)	1	-7%	-5.1%	-6%	0	0%	4%	0%	0%
Nc1nc(CN2CCN(Cc3ccccc3)CC2)nc(N2CCCc3ccccc32)n1	5	-6%	-0.8%	2%	-1	5%	-1%	-4%	-10%
C/C(=N/OC(=O)c1ccc(C)cc1)c1ccc(N2C(=O)C3CCCCC3C2=O)cc1 (configuration not stated)	-5	-18%	1.0%	x	1	7%	-3%	-1%	1%
COc1ccc(NC(=O)/C=C/c2ccc3c(c2)OCO3)cc1	-3	-16%	1.4%	-5%	1	8%	5%	-3%	-1%
NC(=O)CC(NC(=O)Cc1ccc(Cl)cc1)c1ccc(NC2CCCC2)c([N+](=O)[O-])c1 (configuration not stated)	-8	-25%	0.5%	u	-6	7%	3%	-5%	-21%
COc1ccc(S(=O)(=O)N2CCCCC2)cc1Br	-2	-10%	2.8%	9%	-4	-1%	-10%	-5%	1%
Cc1cc(=O)oc2c(C)c(OCC(=O)NCCCN3CCOCC3)ccc12	4	-15%	20%	-12%	-7&-2	-13%	19%	8%	1%
CCN(Cc1ccccc1)C(=O)c1cccnc1	0	-12%	2.4%	9%	1	7%	14%	-2%	-2%

Profiles, looked up by structure. Order of screens: PI4K2A block | USP1 inh | RXFP1 agonist | Vif-APOBEC3F blk | LDHA block | IDH1 R132H inh | TrxR1 substrate | GRP78 ERSR act | Vif-A3G inh
COc1ccc(S(=O)(=O)N2CCCCC2)cc1Br is entered as -2 | -10% | 2.8% | 9% | -4 | -1% | -10% | -5% | 1%
Fc1ccccc1OCCCCCN1CCCC1 is entered as 1 | -19% | 0.8% | -9% | -9 | -1% | 6%[57.1 µM] | -3% | -1%

(more compounds)
SMILES	PI4K2A block	USP1 inh	RXFP1 agonist	Vif-APOBEC3F blk	LDHA block	IDH1 R132H inh	TrxR1 substrate	GRP78 ERSR act	Vif-A3G inh
Cc1ccc(C(CC(=O)Nc2ccc(C)cc2C)N2Cc3ccccc3C2=O)cc1 (configuration not stated)	-2	u	1.4%	4%	3	-8%	-6%	-5%	-5%
Cc1ccc(C)c(N2CCN(c3cnn(-c4nc5ccccc5s4)c(=O)c3Cl)CC2)c1	-4	-13%	1.6%	-14%	-2&-3	0%	-6%	-3%	0%
O=C(O)c1ccc(Cl)c(S(=O)(=O)Nc2ccc(S(=O)(=O)Nc3cccc(Cl)c3)cc2)c1	-15	-2%	-1.6%	-3%	-18	0%	-8%	-2%	-2%
CC1(Oc2ccccc2)CCN(Cc2csc3ccccc23)C1 (configuration not stated)	1	x	x	x	-6	x	x	-4%	-2%
COc1ccccc1/C=C/C=N/n1c(-c2cc(-c3ccccc3)n[nH]2)n[nH]c1=S	2	-6%	-1.4%	-19%	-4	-3%	-6%	2%	1%
CC(C)NC(=O)c1ccc2sc([C@H]3C[C@H](O)[C@@H](CO)O3)nc2c1	-3	x	x	x	-1	x	x	-2%	-3%
CCNC(=S)Nc1sc2c(c1C#N)CCC(C)C2 (configuration not stated)	1	-5%	18%	-2%	-5	13%	1%[57.1 µM]	-2%	-5%
O=C(NN1C(=O)C2C3c4ccccc4C(c4ccccc43)C2C1=O)c1ccc(Cl)cc1 (configuration not stated)	1	-6%	-0.9%	1%	-8	7%	-9%	-4%	-2%
Cc1cccc(N2C(=O)c3ccccc3C2=O)n1	-8	-16%	-1.6%	10%	-6	-1%	12%[57.1 µM]	-6%	-1%
Cc1nc(N(CCO)C2CCCCC2)c2nnn(Cc3ccccc3)c2n1	0	-6%	-0.4%	0%	-2	2%	-6%	-1%	1%
Cc1ccc(OCC(O)CN2C(=O)NC(C)(C)C2=O)cc1C (configuration not stated)	5	-8%	-0.2%	-4%	-2	13%	1%	-4%	-2%
CCc1ccc(NC(=O)C(C)OC(=O)c2ccc(NS(=O)(=O)c3ccc(C)c([N+](=O)[O-])c3)cc2)cc1 (configuration not stated)	-2	-13%	-1.7%	-9%	-6	-4%	-12%	-1%	-4%
COc1ccc(CC(=O)N(CC2CCCO2)c2nc3ccccc3s2)cc1 (configuration not stated)	1	-3%	1.1%	-9%	0	-2%	-8%	-1%	0%
Cc1ccc(-n2nnnc2SCC(=O)NCCc2ccccc2)cc1C	-4	-29%	-0.2%	3%	3	33%	-3%	4%	-4%
Cc1ccc(C(=O)Nc2nc(=O)n(C(=O)c3ccccc3Cl)s2)cc1	-6	-13%	-3.4%	3%	-11	-6%	4%[57.1 µM]	2%	-1%
Cc1cc2c(=Cc3ccc(N(C)C)cc3)c3ccccc3n2[n+]1C	-13	u	x	-28%	24	3%	-20%	-5%	-29%
CC(=O)c1ccc(N2CCN(c3ncnc4c3c(-c3ccccc3)cn4-c3ccc(Cl)cc3)CC2)cc1	-6	-17%	3.0%	3%	-3	-24%	-3%[57.1 µM]	-1%	-1%
COc1cccc(CNC(=O)C2CCCN(S(=O)(=O)N3CC(C)CC(C)C3)C2)c1 (configuration not stated)	-2	-19%	1.8%	-5%	-2	3%	-5%	3%	0%
